UGM FP inh – blocks M. tuberculosis UGM enzyme; hit rate 0.06% among 320,000; P9WIQ1; inhibition, % at 10 µM; AID 504406; purified UGM, fluorescence polarization probe displacement; in the data active means inhibition above about 10%, passing the limit was not always enough; inconclusive means no clear call, values can overlap the other calls
PfHsp40 yeast – compounds rescuing yeast from Plasmodium falciparum HSP40 toxicity. hit rate 0.68% among 340,000. S. cerevisiae expressing PfHsp40, growth rescue, ATP luminescence. growth rescue, % at 12.5 µM; in the data active means growth rescue above about 28%, passing the limit was not always enough; inconclusive means no clear call, values can overlap the other calls;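 further: yeast W303a lacking pdr1 and pdr3 grown in galactose medium; growth measured after three days at 30 °C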
BioA inh – BioA (M. tuberculosis) enzyme inhibition; purified M. tuberculosis BioA enzyme, plate reader; inhibition, % at 9.99 µM; hit rate 0.096% among 360,000; AID 602481; in the data active means inhibition above about 40%; inconclusive means no clear call, values can overlap the other calls
FadD28 binding – inhibitors of Mycobacterium tuberculosis FadD28 bisubstrate binding; FadD28 bisubstrate probe binding, fluorescence polarization; inhibition, % at 12.5 µM; hit rate 0.22% among 360,000; AID 588549; in the data active means inhibition above about 8.5%, passing the limit was not always enough; inconclusive means no clear call, values can overlap the other calls
Mtb FBA inh – inhibits M. tuberculosis FBA enzyme; hit rate 2.3% among 360,000; purified M. tuberculosis FBA, fluorescence read-out; AID 588726; inhibition, % at 1 µM; in the data active means inhibition above about 27%;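 further: 0% = vehicle and 100% = reference inhibitor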
BoNT A protease – BoNT A light chain protease inhibition; inhibition, % at 10 µM; multiplex microsphere protease substrate cleavage, flow cytometry; AID 588499; hit rate 0.17% among 360,000; further: plate controls were buffer without enzyme for full effect and enzyme alone for no effect
Anthrax LF inh2 – inhibitors of Bacillus anthracis lethal factor protease. hit rate 0.12% among 360,000. inhibition, % at 10 µM. P15917. multiplex microsphere protease cleavage assay, LF; further: plate controls were buffer without enzyme for full effect and enzyme alone for no effect
Target sequence (P15917 whole entry, looked up): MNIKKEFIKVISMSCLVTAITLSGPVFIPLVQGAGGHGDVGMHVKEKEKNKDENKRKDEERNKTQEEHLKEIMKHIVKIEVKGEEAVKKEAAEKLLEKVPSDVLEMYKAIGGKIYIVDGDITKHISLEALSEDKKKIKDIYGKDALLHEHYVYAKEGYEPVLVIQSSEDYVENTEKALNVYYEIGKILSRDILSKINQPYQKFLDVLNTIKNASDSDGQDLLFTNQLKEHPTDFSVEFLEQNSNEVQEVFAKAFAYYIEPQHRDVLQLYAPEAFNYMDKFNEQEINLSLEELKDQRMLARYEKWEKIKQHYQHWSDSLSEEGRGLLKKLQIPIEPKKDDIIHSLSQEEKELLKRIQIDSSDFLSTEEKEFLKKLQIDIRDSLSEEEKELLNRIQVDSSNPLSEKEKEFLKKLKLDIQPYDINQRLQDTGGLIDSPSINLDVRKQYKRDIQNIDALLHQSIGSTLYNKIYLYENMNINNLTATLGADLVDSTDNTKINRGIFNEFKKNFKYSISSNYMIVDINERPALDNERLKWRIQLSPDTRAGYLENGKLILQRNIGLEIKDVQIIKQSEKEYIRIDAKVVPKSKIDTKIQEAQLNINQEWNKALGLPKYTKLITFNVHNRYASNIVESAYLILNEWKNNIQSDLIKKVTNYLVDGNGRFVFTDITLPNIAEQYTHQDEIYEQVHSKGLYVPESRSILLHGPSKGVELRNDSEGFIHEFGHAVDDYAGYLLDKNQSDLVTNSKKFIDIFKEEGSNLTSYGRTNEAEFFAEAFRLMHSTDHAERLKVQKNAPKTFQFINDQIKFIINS
GDH-TPI counter – inhibits GDH-TPI coupling enzymes, artifact for Mtb FBA screen. GDH-TPI coupled enzyme counterscreen, NADH absorbance. inhibition, % at 4.8 µM. hit rate 1.2% among 360,000; in the data active means inhibition above about 30%;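 further: 0% = DMSO wells and 100% = wells lacking the enzyme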
BoNT F protease – BoNT F light chain protease inhibition; hit rate 0.22% among 360,000; Multiplex microsphere protease cleavage assay, flow cytometry; inhibition, % at 10 µM; AID 588497; in the data active means inhibition above about 35%, passing the limit was not always enough; inconclusive means no clear call, values can overlap the other calls; further: plate controls were buffer without enzyme for full effect and enzyme alone for no effect
* hit, by the source's call; u = inconclusive; x = not tested or not shown; & = joins results of further samples. Unless noted, no stated cut-off is given here; in the data, active means inhibition above about 30%; inconclusive means no clear call, values can overlap the other calls; inactive means below that.

SMILES	UGM FP inh	PfHsp40 yeast	BioA inh	FadD28 binding	Mtb FBA inh	BoNT A protease	Anthrax LF inh2	GDH-TPI counter	BoNT F protease
CCc1ccc(C2c3[nH]c4ccccc4c3CCN2C(=O)CN2CCN(CC)CC2)cc1 (stereo unspecified)	-0.7	0.6	x	2.4	-2	-0.2	-2	-4	-3
O=C(CCCNC(=O)c1ccc(Cl)cc1)Nc1ncccc1O	0.4	-0.2	1.2	-1.8	7	3.2	-1	19	4
CC(=O)c1ccc(NC(=O)CCCCCn2nnc3ccccc3c2=O)cc1	0.1	-0.4	0.3	-0.6	-1	-1.4	-3	-5	-20
O=C(COC(=O)/C=C/c1ccc(C(F)(F)F)cc1)NC(=O)NCc1ccco1	1.9	-0.3	x	-2.2	1	-1.3	1	11	-2
O=C(CSC1=NS(=O)(=O)c2ccccc21)Nc1ccccc1	2.8	2.8	-1.4	-2.1	-1	-0.7	-6	9	-23
CCOC(=O)N1CCN(C(=O)c2ccc3c(=O)n(CCc4ccccc4)c(=O)[nH]c3c2)CC1	9.6	-1.2	-2.0	-1.3	-2	-2.4	2	12	-16
CC(C)(C)NC(=O)CN(C(=O)c1ccc(Cl)nc1)c1cccc2ccccc12	0.4	0.0	-2.3	-0.9	5	1.0	-3	4	-2
CC(=O)c1ccc(OCC(C)C)c(CN2CCCCC2)c1	2.7	-0.1	4.3	0.2	6	0.4	-1	10	21
CCc1cc(=O)oc2cc(OC3CCCCC3=O)ccc12 (stereo unspecified)	-0.8	-0.4	1.4	-1.7	53*	-1.8	0	7	-17
CCOC(=O)Nc1sc2c(c1C#N)CCC(C)C2 (stereo unspecified)	-2.1	5.9	0.8	-3.4	-2	0.2	-2	-4	5
O=C(c1cc(C2CC2)nn1-c1ccccc1)N1CCN(Cc2ccccc2)CC1	x	x	1.2	-2.7	0	0.0	-3	0	1
CC1CCCC(C)N1C(=O)CN1C(=O)c2ccccc2S1(=O)=O (stereo unspecified)	x	-0.8	-2.5	0.1	3	-1.7	0	7	-7
O=C(NNC(=O)C1CC=CCC1C(=O)O)c1ccc(Cl)cc1 (stereo unspecified)	-2.4	-1.3	x	-2.0	-3	-0.8	2	2	-3
Cc1ccc(C)c(OCc2cc(C(=O)NC3CCN(Cc4ccccc4)CC3)no2)c1	1.2	0.5	x	0.1	2	-0.5	-2	-6	5
O=C(NCc1ccc2c(c1)OCO2)C1CC(=O)N(C2CCCCCCC2)C1 (stereo unspecified)	1.1	1.0	11	-3.1	2	-1.1	-2	1	3
CCc1ccc(N(C(=O)CCC(=O)Nc2cc(C)on2)C(C(=O)NC2CCCC2)c2ccco2)cc1 (stereo unspecified)	5.1	1.3	-0.8	-3.4	7	-0.4	0	-3	u
O=C(CCC1CCCN(Cc2cccc(Cl)c2)C1)NCc1ccccc1F (stereo unspecified)	-1.5	-1.5	-1.5	-0.4	0	0.3	-2	-4	-9
CC(C)(C)c1ccc(/C=N/NC(=O)Cc2c[nH]c3ccccc23)cc1	2.9	-1.1	x	3.5	0	0.0	-2	6	-6
CN(C)NC(=O)C(NC(=O)c1ccccc1)C12CC3CC(CC(C3)C1)C2 (stereo unspecified)	-0.5	-0.7	-2.3	0.1	0	0.3	0	5	-2
Cc1ccc(CCN2CC(C(=O)NCc3cccnc3)CC2=O)cc1 (stereo unspecified)	x	-0.7	-0.6	0.6	1	-0.5	-16	6	-9
O=C(Nc1c(Cl)ccc2nsnc12)c1ccc([N+](=O)[O-])o1	-0.7	0.4	-1.1	0.5	2	0.4	-5	24	-2
Cn1c(=O)c2c(nc(Cl)n2CC(=O)N2CCCCC2)n(C)c1=O	-1.4	-1.9	-1.6	-1.9	0	0.1	2	4	-4
CCN(CC)CCN=Cc1c(O)n(Cc2ccccc2)c(=O)[nH]c1=O	4.6&0.5	-1.9&-0.4	-0.8&-0.3	-1.9&0.9	0&1	0.2&0.5	-9&0	12&9	u
COc1ccc(Nc2nc(N3CCN(S(=O)(=O)N(C)C)CC3)nc3ccccc23)cc1	-0.2	0.5	-0.5	-2.9	-1	-1.7	-11	-3	-27
CCOC(=O)c1cnc(SCC(=O)Nc2nc(C)c(C)s2)nc1N	-0.6	-0.2	x	1.5	0	0.6	-9	7	4
CC(=O)NC(Cc1ccc(N(CCCl)CCCl)cc1)C(=O)NC(CC(C)C)C(=O)O (stereo unspecified)	0.2	5.0	x	-1.7	4	0.7	-10	4	5
O=C(Nc1ccccc1)c1cc(C2CCCN(C(=O)c3cccs3)C2)on1 (stereo unspecified)	x	x	-0.9	-0.6	1	0.3	-6	2	-2
CC1(C)CC(=O)C=C(c2n[nH]nc2-c2ccc(F)c(F)c2)C1	x	x	-1.0	-1.6	-1	-0.3	0	15	-3
CC(C)OP(=O)(Nc1cccc2ccccc12)OC(C)C	2.3	1.0	0.3	-4.5	11	0.4	-1	-2	-5
COc1ccc(/C=N/NC(=O)c2ccn[nH]2)cc1Cn1cc([N+](=O)[O-])cn1	-1.8	1.0	-1.2	-2.1	-1	u	9	7	u
CCCn1nc2cc(C(=O)NCc3ccc(C)cc3)ccc2c1OCC	-0.6	0.2	1.0	-3.1	52*	0.3	0	1	-4
CCn1cc(/C=C(\NC(=O)c2cc(OC)c(OC)c(OC)c2)C(=O)N2CCOCC2)c2ccccc21	x	x	-0.3	-2.0	0	0.4	-1	31*	-11
COc1cccc(CNC(=O)COC(=O)C2CC3CCCC(C2)C3=O)c1 (stereo unspecified)	0.5	-0.2	x	-1.8	-2	-3.6	2	-10	-12
CN(Cc1ccccc1)Cc1cc(=O)oc2ccccc12	x	x	-0.3	-0.7	2	-0.2	-16	x	-3
Cc1cc(C)cc(-n2ncc3c2CCCC3NC(=O)c2ccccc2N2CCOCC2)c1 (stereo unspecified)	-1.8	-1.0	1.6	-3.4	1	-1.0	-2	6	1
CN(C)S(=O)(=O)c1cccc(-c2nn(-c3ccccc3)cc2/C=C(/C#N)C(=O)NCc2ccco2)c1	1.8	-0.8	x	0.2	0	-2.1	-2	10	-16
O=[N+]([O-])c1ccc(-n2cccn2)c(-c2nn[nH]n2)c1	-1.7	24	x	-2.1	0	-0.7	0	-3	10
COC(=O)c1cccc(NC(=O)CCCN2C(=O)NC3(CCCC3)C2=O)c1	x	1.0	-0.4	-0.7	-2	0.3	2	4	-8
C=CC(=O)N1C/C(=C/c2ccccc2)C(=O)/C(=C\c2ccccc2)C1	x	0.0	x	-3.2	1	0.2	1	32*	-5
O=S(=O)(c1ccc(F)c(F)c1F)N1CCN(c2ncnc3sccc23)CC1	-0.8	1.1	x	-3.2	5	0.1	-3	-2	-5
S=c1[nH]nc(CN2CCCCC2)n1Cc1ccccc1	-1.2	-0.5	x	-3.9	1	-0.5	0	-8	-1
CN(Cc1cnn(-c2ccccc2)c1)C(=O)c1cccc(S(=O)(=O)N(C)c2ccccc2)c1	x	x	0.1	-3.4	-2	0.6	4	-11	4
O=C(OCC(=O)c1ccc[nH]1)c1ccc(S(=O)(=O)N2CCCCCC2)cc1	-0.2	-1.1	x	-3.6	0	0.0	-1	1	-8
O=C(Cc1cccc2ccccc12)N1CCN(c2ncccn2)CC1	0.2	-0.2	-0.1	-2.0	-2	-0.9	-3	8	7
COC(=O)c1ccc(OCC(=O)Nc2nn(-c3ccccc3)nc2C(N)=O)cc1	0.6	-0.3	0.2	0.0	5	u	0	5	-4
CC1(C)CC(=O)c2cc(OCC(=O)NCc3cccnc3)ccc2O1	-1.5	0.3	1.5	-1.5	62*	-0.2	0	-1	1
CC(C)(C)N1CC(C(=O)Nc2ccc(S(N)(=O)=O)cc2)CC1=O (stereo unspecified)	3.2	0.9	-0.6	-2.5	1	-0.2	1	-3	5
CCOC(=O)c1[nH]c2ccc(Br)cc2c1NC(=O)CNC	-0.2	2.6	-1.9	-1.4	2	0.4	0	2	-16
Cc1ccc(C)c(N2CCN(C(=O)C3CCCN(c4ncnc5c4nc4n5CCCCC4)C3)CC2)c1 (stereo unspecified)	-0.2	-0.5	-1.0	-6.4	0	0.4	0	3	-3
Cc1cc(C(=O)N/N=C/c2ccccn2)c2ccccc2n1	-1.0	0.2	2.8	0.6	-1	-1.6	-3	0	2
(next part)
SMILES	UGM FP inh	PfHsp40 yeast	BioA inh	FadD28 binding	Mtb FBA inh	BoNT A protease	Anthrax LF inh2	GDH-TPI counter	BoNT F protease
CCCCC(=O)N/N=C/c1c(O)n(Cc2ccc(F)cc2)c(=O)[nH]c1=O	1.0	0.3	x	-0.7	-1	-3.4	7	29	u
CN1CCN(C(=O)/C=C\c2ccc(Cl)cc2)CC1	0.0	-1.1	x	1.1	-2	-1.6	2	-1	-19
CC(C)(C)c1ccc(/C=N/NC(=O)C2CCCC2)cc1	-0.3	-0.9	1.8	-2.6	-4	-0.1	10	-7	1
COCCCNC(=O)CCn1c(=O)c2ccccc2n(CC(=O)Nc2ccccc2C)c1=O	1.7	-0.3	-0.9	-2.8	4	0.0	-4	0	-1
CCOC(=O)C1=NN(c2ccc(OC)cc2)C(c2ccccc2)CC1=O (stereo unspecified)	-0.5	-0.4	2.7	-4.0	-6	2.0	2	7	1
CN(C)CCC(=O)N1C/C(=C/c2ccccc2)C(=O)/C(=C\c2ccccc2)C1	x	-2.0	x	-1.7	1	0.1	6	35*	-7
CCCCC1=CC2=CC(=O)C(C)(OC(=O)CC)C(=O)C2=CN1Cc1ccccc1 (stereo unspecified)	-0.7	-1.4	16	-2.7	-4	1.4	-1	20	-21
CCCn1c(N)c(C(c2ccc(C(=O)OC)cc2)N2CCN(c3ccccc3)CC2)c(=O)[nH]c1=O (stereo unspecified)	1.0	1.1	0.8	-3.9	2	-0.5	-2	0	-19
COc1cc(OC)cc(C(=O)c2c(C)c(C#N)c3ccccn23)c1	x	-0.8	-1.0	-2.5	-2	3.1	-2	-3	0
O=C(O)COc1ccc(/C=N/NC(=O)C(O)(c2ccccc2)c2ccccc2)cc1	0.5	0.1	0.0	-0.6	-2	-3.9	-2	6	12
COc1ccc(NC(=O)CC2C(=O)OCC3CCCCN32)cc1Cl (stereo unspecified)	4.3	0.7	-0.8	-1.0	2	0.0	-1	6	-5
N/C(=N\OC(=O)C1CCCCC1)c1ccc(Br)cc1	-1.8	1.2	-1.9	-1.4	0	-0.8	15	11	2
O=C(CCc1ccccc1)N1CCN(Cc2ccc(F)cc2Cl)CC1	1.3	0.1	1.5	-1.2	-1	2.9	-6	11	u

Random excerpt: 7 entries already listed, in no set order.
SMILES	UGM FP inh	PfHsp40 yeast	BioA inh	FadD28 binding	Mtb FBA inh	BoNT A protease	Anthrax LF inh2	GDH-TPI counter	BoNT F protease
CCc1ccc(C2c3[nH]c4ccccc4c3CCN2C(=O)CN2CCN(CC)CC2)cc1 (stereo unspecified)	-0.7	0.6	x	2.4	-2	-0.2	-2	-4	-3
O=C(c1cc(C2CC2)nn1-c1ccccc1)N1CCN(Cc2ccccc2)CC1	x	x	1.2	-2.7	0	0.0	-3	0	1
O=C(Cc1cccc2ccccc12)N1CCN(c2ncccn2)CC1	0.2	-0.2	-0.1	-2.0	-2	-0.9	-3	8	7
CCn1cc(/C=C(\NC(=O)c2cc(OC)c(OC)c(OC)c2)C(=O)N2CCOCC2)c2ccccc21	x	x	-0.3	-2.0	0	0.4	-1	31*	-11
CCOC(=O)Nc1sc2c(c1C#N)CCC(C)C2 (stereo unspecified)	-2.1	5.9	0.8	-3.4	-2	0.2	-2	-4	5
Cc1cc(C)cc(-n2ncc3c2CCCC3NC(=O)c2ccccc2N2CCOCC2)c1 (stereo unspecified)	-1.8	-1.0	1.6	-3.4	1	-1.0	-2	6	1
COc1ccc(Nc2nc(N3CCN(S(=O)(=O)N(C)C)CC3)nc3ccccc23)cc1	-0.2	0.5	-0.5	-2.9	-1	-1.7	-11	-3	-27

Bioassay records as filed in PubChem BioAssay.
